14-3-3g Raf = 14-3-3 gamma protein interaction modulation | FP, 14-3-3gamma / TMR-pS259-Raf peptide binding | inhibition, % at 40 µM | AID 422 | 160,000 tested, 0.19% active; in the data active = inhibition above about 30%;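 also: 0% = protein plus tracer without compound and 100% = blank with tracer alone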
Target sequence (P61981 whole entry, looked up): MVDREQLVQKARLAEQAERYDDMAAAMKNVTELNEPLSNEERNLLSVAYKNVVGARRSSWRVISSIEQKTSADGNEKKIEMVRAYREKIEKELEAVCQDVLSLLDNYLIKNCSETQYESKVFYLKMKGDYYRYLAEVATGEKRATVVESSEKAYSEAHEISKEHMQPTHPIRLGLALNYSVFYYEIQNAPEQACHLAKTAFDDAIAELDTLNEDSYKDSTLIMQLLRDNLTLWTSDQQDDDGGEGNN
An asterisk follows results filed as active; & = joins results of further samples.

cpd | SMILES | 14-3-3g Raf
1 | Cc1ccc(-n2c(=O)c3sccc3n(Cc3ccccc3F)c2=O)cc1 | 4
2 | CCN(C(=O)c1coc(=O)c2ccccc12)c1cc(OC)ccc1OC | -3&-1
3 | Cc1cc(C)n(CC(=O)n2c(C)c(C)c3ccccc32)n1 | -2
4 | COc1ccc(CNCCC2(c3ccc(C)cc3)CCOC(C)(C)C2)cc1OC (configuration not stated) | -6
5 | O=C(Nc1c2c(nn1-c1ccc(F)cc1)CS(=O)(=O)C2)C1CCCCC1 | -2
6 | CC(C)(C)C(=O)CSc1nc2ccccc2c(=O)n1CCCN1CCCC1=O | -2
7 | Cc1cccc(Nc2ccc(C(=O)O)cc2[N+](=O)[O-])c1C | -4
8 | Oc1ccccc1C1CC(c2ccc3c(c2)OCO3)=NC(c2cccc(F)c2)N1 (configuration not stated) | 0
9 | COc1cc(NC(=O)c2cc(C)on2)cc(OC)c1 | -72
10 | Cc1n[nH]c(=O)nc1NCc1ccccc1Cl | 0
11 | Cc1cccc(C(=O)Nc2sc3c(c2C(=O)N2CCCC2)CCCC3)c1 | -10
12 | CCC(=O)NCCc1cc2cc(C)c(C)cc2[nH]c1=O | 2&7
13 | CCCc1cc(-c2[nH]ncc2-c2ccc3c(c2)OCCCO3)c(O)cc1O | -19
14 | Cc1ccc(C(=O)Oc2ccc3c4c(c(=O)oc3c2)CCCC4)cc1 | 8
15 | Cc1nnc(SCCn2c(N3CCC(C)CC3)nc3c2c(=O)n(C)c(=O)n3C)s1 | 5
16 | CCN(CC)S(=O)(=O)c1cccc(C(=O)Nc2ccc(Cl)cn2)c1 | -5
17 | O=C(CC1(O)C(=O)N(CCc2ccccc2)c2ccc(Cl)cc21)c1ccccc1 (configuration not stated) | 2
18 | CCOc1ccc(NC(=O)CCCN2C(=O)c3ccccc3C2=O)cc1 | 0
19 | Cc1ccc2[nH]c(=O)c(CN(Cc3cccs3)Cc3nnnn3CC3CCCO3)cc2c1 (configuration not stated) | -6
20 | COc1ccc(NC(=O)C2CCCCN2S(=O)(=O)c2ccc(F)cc2)cc1 (configuration not stated) | 5
21 | Cc1c(C(=O)Nc2ccc(-c3nc4cc(C(C)C)ccc4o3)cc2)cccc1[N+](=O)[O-] | 0
22 | Cc1cc(=O)oc2cc(NC(=O)C3COc4ccccc4O3)ccc12 (configuration not stated) | -5
23 | CC1CCCN(C(=O)c2ccc3c(=O)n(CCC4=CCCCC4)c(=S)[nH]c3c2)C1 (configuration not stated) | 4
24 | COc1ccc(NC2OC(=O)c3ccccc32)c(OC)c1 (configuration not stated) | -5
25 | Cc1ccccc1N1C(=O)C2ON(c3ccccc3)C(c3cccnc3)C2C1=O (configuration not stated) | -10
26 | COc1ccc(C2Nc3ccc(C(=O)c4ccccc4)cc3NC3=C2C(=O)CCC3)c(OC)c1OC (configuration not stated) | -1
27 | CCOC(=O)CC(=O)Nc1nnc(C(C)C)s1 | -4
28 | O=[N+]([O-])c1ccc(-c2nc(C3CCCCC3)no2)cc1 | 7
29 | O=C(Cn1c2ccccc2c(=O)c2cc([N+](=O)[O-])ccc21)Nc1cccnc1Cl | -22
30 | Cc1ccccc1-n1c(=O)c2ccccc2n(Cc2ccc([N+](=O)[O-])cc2)c1=O | 0
31 | CCC(c1nnc(SCC(=O)NCCc2ccc(Cl)cc2Cl)o1)N(C)C (configuration not stated) | -1
32 | CCC(C)NC(=O)C(Cc1ccccc1)NS(=O)(=O)c1ccc(Br)cc1 (configuration not stated) | 1
33 | CCOC(=O)c1sc2nc(C)nc(N(CC)Cc3ccccc3)c2c1C | 1
34 | Cc1ccc(NC(=O)C2(N3C(=O)CC3c3ccco3)CCCCC2)cc1 (configuration not stated) | -8
35 | COc1ccccc1NC(=O)Cn1c(=O)n(-c2cc(OC)c(OC)c(OC)c2)c(=O)c2ccccc21 | 0
36 | COc1ccc(NC(=O)c2cccc(-n3c(C)ccc3C)c2)c(OC)c1 | -85
37 | COc1ccccc1CNC(=O)c1c(O)c2cccc3c2n(c1=O)CCC3 | -2
38 | Oc1cccc(Nc2nc(NCC3CCCO3)c3ccccc3n2)c1 (configuration not stated) | -8
39 | O=C(COC(=O)c1cc(-c2ccco2)nc2ccccc12)NCc1ccc2c(c1)OCO2 | -8
40 | CCOC(=O)c1ccccc1NC(=O)CN1CCC(n2nnc3cc(F)ccc32)CC1 | -16
41 | CCCCn1c2nc3ccccc3nc2c2c(=O)n(CCC)cnc21 | -2
42 | O=C(NC1CCCCCC1)C1CCC(=O)N1C1CCCC1 (configuration not stated) | -3
43 | O=C(O)c1ccc(F)c2ccccc12 | 5
44 | COc1ccc2nc3oc(C(=O)NCCCOC(C)C)cc3cc2c1 | -6
45 | CCN(CC)CCN1C(=O)C(=O)/C(=C(/O)c2c(C)[nH]c(C(=O)OC)c2C)C1c1ccco1 (configuration not stated) | -8
46 | O=C1C(Nc2ccc(Cl)cc2)=C(N2CCOCC2)C(=O)c2ccccc21 | 1
47 | COC(=O)c1ccccc1SN | -6
48 | COc1ccc(-n2ccnc2SCC(=O)Nc2ccc3c(c2)OCCO3)cc1 | -4
49 | Cc1ccc(C)c(OCc2ccc(C(=O)Nc3ccc(S(N)(=O)=O)cc3)o2)c1 | -2
50 | CC(C)C(=O)N1CCC(CN=Cc2c(O)n(C3CCCCC3)c(=O)n(C3CCCCC3)c2=O)CC1 | -3
51 | COc1cc2[nH]c(=O)n(CCC(=O)N3CCN(c4cccc(C)c4C)CC3)c(=O)c2cc1OC | 6
52 | O=C(NC1CCCCC1NC(=O)c1cccs1)c1cccs1 (configuration not stated) | 3
53 | Cc1ccc(C(=O)Nc2ccc(-c3nc4ccccc4o3)c(O)c2)cc1 | -80
54 | CCSCc1nnc(SCC(=O)Nc2cccc(SC)c2)n1C | -13
55 | Cc1nc(-c2ccccc2)nc2[nH]c(C(C)C)cc(=O)c12 | -12
56 | CCCCOC(=O)C1=C(C)NC(=O)NC1c1cc(OC)c(O)c(OC)c1 (configuration not stated) | -2
57 | Cc1nn(-c2ccccc2)c2c1cc1c(=O)[nH]c(=O)nc-1n2-c1cccc(Cl)c1 | -59
58 | NC1=NC(=O)C(CC(=O)Nc2ccc(N3CCCCC3)cc2)S1 (configuration not stated) | -15
59 | COc1ccc(-c2nnc(NC(=O)C(C)C)o2)cc1 | 1
60 | O=C1C(c2ccccc2)Nc2c3ccccc3nc(=S)n21 (configuration not stated) | -6

Other compounds.
cpd | SMILES | 14-3-3g Raf
61 | O=C(O)COc1cc([N+](=O)[O-])cc2cccnc12 | 1
62 | O=C(CCNC(=O)c1ccccc1Cl)NCC1CCCO1 (configuration not stated) | -7
63 | N#CC1=C(N)N(c2ccc(Oc3ccccc3)cc2)C(=O)C1 | -14
64 | O=C(CSc1nnc(Cc2cccs2)n1C1CCCCC1)N1CCCc2ccccc21 | 1
65 | CCc1ccc(Oc2coc3cc(OCC(=O)OC(C)C)ccc3c2=O)cc1 | -17
66 | CCOc1ccc(C2C=C(c3ccc(CC)cc3)Nc3ncnn32)cc1OC (configuration not stated) | -1
67 | CCOc1ccc(N2C(=O)CSC23CCCCC3)cc1 | -6&-1
68 | COc1ccc(S(=O)(=O)N(CC(=O)Nc2c(C)n(C)n(-c3ccccc3)c2=O)c2ccc(C)cc2)cc1 | -7
69 | CC1(C)CC(=O)c2cnc(N3CCN(c4ccccc4)CC3)nc2C1 | -3
70 | CCN1CNC(=S)N(c2ccccc2OC)C1 | 3
71 | Cc1onc(-c2ccccc2)c1C(=O)n1nnc2ccccc21 | -3&-10
72 | Cc1ccccc1CN1CCN(CC(=O)NCc2cccs2)C1=O | -7
73 | CCOc1cccc(C(=O)Nc2cc(-c3nc4ccc(C)cc4o3)ccc2Cl)c1 | -13
74 | O=C(Nc1ccccc1C(=O)Nc1ccccc1)c1cccc(S(=O)(=O)N2CCCCC2)c1 | 3
75 | O=C(Cc1c[nH]c2ccccc12)N(CC1CCCO1)C1(C(=O)NC2CCCCC2)CCCCC1 (configuration not stated) | -4
76 | COc1ccc(NC(=O)CSc2nnc(N)s2)cc1 | -10
77 | COc1ccc(NC2=C(Cl)C(=O)N(c3ccccc3)C2=O)cc1 | -3
78 | CC1(C)S[C@@H]2[C@H](NC(=O)[C@H](C(=O)O)c3ccsc3)C(=O)N2[C@H]1C(=O)O | 5
79 | Cc1ccc(Oc2cc(NC(=O)CCCn3nc([N+](=O)[O-])c(Cl)c3C)cc([N+](=O)[O-])c2)cc1 | -17
80 | CC1(C)Cc2c(c(N3CCOCC3)nc3sc(C(N)=O)c(N)c23)CO1 | 8

A second format for some results above:
64	O=C(CSc1nnc(Cc2cccs2)n1C1CCCCC1)N1CCCc2ccccc21
- 14-3-3g Raf: 1

65	CCc1ccc(Oc2coc3cc(OCC(=O)OC(C)C)ccc3c2=O)cc1
- 14-3-3g Raf: -17

The listing continues.
cpd | SMILES | 14-3-3g Raf
81 | CCCCn1c(C2CC(=O)N(c3ccccc3)C2)nc2ccccc21 (configuration not stated) | 5
82 | O=C(Nc1ccc(Br)cn1)c1cncc(Br)c1 | -3
83 | CCCC1(C(=O)O)NC(c2ccccc2O)C2C(=O)N(Cc3ccccc3)C(=O)C21 (configuration not stated) | -5
84 | Cc1c(C(=O)Nc2ccc(F)cc2)sc2ncn(CC(=O)N3CCCCC3)c(=O)c12 | -23
85 | CCCc1ccc(C2C3=C(Nc4c2c(=O)n(C)c(=O)n4C)c2ccccc2C3=O)cc1 (configuration not stated) | -17
86 | Cc1cccc(NC(=O)CCS(=O)(=O)c2ccc(Br)cc2)n1 | -4
87 | Cc1csc(NC(=O)C2CCN(S(=O)(=O)c3ccc(Br)s3)CC2)n1 | -1
88 | CC1(C)CC(CC(=O)Nc2ccc([N+](=O)[O-])cc2)C(=O)O1 (configuration not stated) | -3
89 | Cc1cc(C)nc(/N=C2\NC(=O)CC(C(=O)O)N2CCc2c[nH]c3ccccc23)n1 (configuration not stated) | 1
90 | CCOC(=O)c1ccc(N2C(=O)C(O)=C(C(C)=O)C2c2ccc(O)c(OC)c2)cc1 (configuration not stated) | -5
91 | COc1ccc(-n2nc(C(=O)Nc3cc(OC)c(OC)c(OC)c3)c3ccccc3c2=O)cc1 | -3
92 | O=C(O)CCC(=O)c1ccc(F)cc1 | -12
93 | CCCOc1ccccc1N1C(=O)CC(Cl)C1=O (configuration not stated) | -1
94 | COC(=O)c1ccc(NC(=O)CCn2cccc2)cc1 | -5
95 | COc1ccc2oc(C)c(C(=O)CSc3ccccc3)c2c1 | -2
96 | CN1C(=O)c2ccccc2C(C(=O)NCCc2ccc(Cl)cc2)C1c1c[nH]c2ccccc12 (configuration not stated) | 3
97 | CCOC(=O)c1cnc2c(ccc3ccccc32)c1NCC(C)C | -5
98 | Cc1ccc(S(=O)(=O)C2(C(=O)N3CCCC(C)C3)CC2)cc1 (configuration not stated) | -1&-3
99 | Cc1cc(Cl)ccc1OCCNC(=O)c1cncc(Br)c1 | -16
100 | Cc1cc(Br)c2[nH]cc(CCNC(=O)c3ccco3)c2c1 | -4
101 | C=CCn1c2ccccc2c2nnc(SCC(=O)OCC)nc21 | -35
102 | CCOCCCn1c(SCC(N)=O)nc2c(sc3ccccc32)c1=O | -5
103 | COc1ccccc1NC(=O)CSc1oc(-c2ccc(F)cc2)nc1S(=O)(=O)c1ccc(Cl)cc1 | -157
104 | CCOCCCNS(=O)(=O)c1cc(Br)cc2c1N(C(=O)CC)CC2 | -7

Entries from the list above that have an NH in an aromatic ring, in the order listed:
cpd | SMILES | 14-3-3g Raf
10 | Cc1n[nH]c(=O)nc1NCc1ccccc1Cl | 0
12 | CCC(=O)NCCc1cc2cc(C)c(C)cc2[nH]c1=O | 2&7
13 | CCCc1cc(-c2[nH]ncc2-c2ccc3c(c2)OCCCO3)c(O)cc1O | -19
19 | Cc1ccc2[nH]c(=O)c(CN(Cc3cccs3)Cc3nnnn3CC3CCCO3)cc2c1 (configuration not stated) | -6
23 | CC1CCCN(C(=O)c2ccc3c(=O)n(CCC4=CCCCC4)c(=S)[nH]c3c2)C1 (configuration not stated) | 4
45 | CCN(CC)CCN1C(=O)C(=O)/C(=C(/O)c2c(C)[nH]c(C(=O)OC)c2C)C1c1ccco1 (configuration not stated) | -8
51 | COc1cc2[nH]c(=O)n(CCC(=O)N3CCN(c4cccc(C)c4C)CC3)c(=O)c2cc1OC | 6
55 | Cc1nc(-c2ccccc2)nc2[nH]c(C(C)C)cc(=O)c12 | -12
57 | Cc1nn(-c2ccccc2)c2c1cc1c(=O)[nH]c(=O)nc-1n2-c1cccc(Cl)c1 | -59
75 | O=C(Cc1c[nH]c2ccccc12)N(CC1CCCO1)C1(C(=O)NC2CCCCC2)CCCCC1 (configuration not stated) | -4
89 | Cc1cc(C)nc(/N=C2\NC(=O)CC(C(=O)O)N2CCc2c[nH]c3ccccc23)n1 (configuration not stated) | 1
96 | CN1C(=O)c2ccccc2C(C(=O)NCCc2ccc(Cl)cc2)C1c1c[nH]c2ccccc12 (configuration not stated) | 3
100 | Cc1cc(Br)c2[nH]cc(CCNC(=O)c3ccco3)c2c1 | -4

Screening results deposited in PubChem BioAssay by Emory University Molecular Libraries Screening Center.

Some of the compounds tested; rates above refer to the full screens.
